Screens from PubChem BioAssay.
Pf Dd2 growth: Plasmodium falciparum Dd2 growth inhibition; P. falciparum Dd2 growth, SYBR Green, 72 h; Potency, µM (top dose mostly 28.9 µM), for inactives: at the highest dose activity, negative = inhibition, most hits filed as inhibitors; 120,000 compounds, 4.3% hits; active = well fitted inhibition curve with a large enough effect; inconclusive = small, poorly fitted or top-dose-only effect; inactive = no such curve, though single readings can be large or run the other way;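 also: plate controls were DMSO vehicle for no effect and reference drug for full effect; nearly all actives have a fitted effect of over 65% in size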
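Infected erythrocytes (Dd2, 0.3% parasitemia, 2.5% hematocrit final) are added to compound in RPMI-1640/Albumax II medium, grown 72 h at 37C in low oxygen, then lysed with saponin/Triton-X containing SYBR Green and read by fluorescence.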
The depositor's hits bear a star; i = inactive; ? = inconclusive; [ ] = remark or other dose. Potency is read from the fitted curve at half-maximal effect. This is a subset (hit frequency here may not be typical).

entry | Molecule | Pf Dd2 growth
1 | CN(Cc1cccnc1)Cc1nc(C2(O)CCN(Cc3ccccc3)CC2)cs1 | ?
2 | COc1cccc(CNCCSc2nnnn2C)c1OCc1ccccc1Cl | ?
3 | Cc1ccc(C(=O)N2CCN(C(=O)c3nnn4c3COC(c3ccc(F)cc3)C4)CC2)cc1C (stereo not drawn) | 7.1µM*
4 | CCc1ccc(NCc2cc3cc4c(cc3n(CC(=O)Nc3ccc(OC)cc3)c2=O)OCO4)cc1 | i
5 | Cc1nc(C2CC(NC(=O)Cn3cc(Cl)c(C)n3)C2)cc(=O)[nH]1 (stereo not drawn) | -10%
6 | Cc1ccc(CNC(=O)N2CCCC(Cc3noc(-c4cnccn4)n3)C2)cc1 (stereo not drawn) | ?
7 | COCC1CN(C)CC12CCN(Cc1cccc(OC)n1)CC2 (stereo not drawn) | ?
8 | CC(=O)Nc1ccc(S(=O)(=O)NCc2ccc(C(=O)NCc3ccc(Cl)cc3)cc2)cc1 | -4%
9 | Cc1cc(=O)c(C(=O)N2CCCn3nc(CO)cc3C2)cn1C | -11%
10 | CCC(Oc1ccccc1)C(=O)Nc1ccccc1OCc1cc(=O)n2ccccc2n1 (stereo not drawn) | 7%
11 | CCCn1c(SCc2nc(-c3ccc(OC)c(OC)c3)no2)nnc1-c1ccccc1 | 4%
12 | CC(=O)N1CCc2cc(S(=O)(=O)CCC(=O)N3CCC(Cc4nncn4CC4CC4)CC3)ccc21 | -16%
13 | O=C(C1CCCCC1)N1C[C@@H]2C[C@H](C1)c1c(-c3cccs3)ccc(=O)n1C2 | -19%[44.1 µM]
14 | O=C1Nc2ccccc2CC12CCN2Cc1ccncc1 (stereo not drawn) | -10%[44.1 µM]
15 | O=C(c1cc(=O)[nH]c(=O)[nH]1)N1CCc2onc(-c3ccccc3F)c2C1 | -17%
16 | CCCCNC(=O)C1CCN(C(=O)c2ncn3c2COC(c2ccccc2)C3)CC1 (stereo not drawn) | i
17 | Cc1ccccc1[C@H]1C[C@@H](O)[C@@H](O)[C@@H]1NS(=O)(=O)c1cccc(C#N)c1 | -24%[44.1 µM]
18 | CC1CCCN(S(=O)(=O)c2ccc3[nH]c(=O)cc(C(=O)NCCc4ccc(Cl)cc4)c3c2)C1 (stereo not drawn) | 40%[activator]
19 | COc1ccc(-c2noc(N(c3cccc(Cl)c3)c3nc(-c4ccc(OC)c(OC)c4)no3)n2)cc1OC | -17%
20 | COc1ccc(S(=O)(=O)N2CC[C@H](NC(=O)Cc3cccs3)C[C@H]2C(=O)N[C@@H](CC2CCCCC2)C(N)=O)cc1 | ?
21 | O=C(NCc1ccncc1)C1Cn2cccc2C(=O)N1Cc1ccccc1 (stereo not drawn) | i
22 | O=C(c1ccc(-c2cccc(F)c2)nc1)N1CCCC(c2ccccc2)CC1 (stereo not drawn) | -12%
23 | O=C(N1CCC(c2noc(C3CC3)n2)C1)C1(c2ccccc2)CC1 (stereo not drawn) | ?
24 | CC(C)(C)C(=O)N1CC[C@H]2CC(=O)N(C3CCCCC3)CC[C@H]2C1 | i
25 | CCc1noc(-c2cccn3c(CNC(=O)c4cccc(Cl)c4)nnc23)n1 | ?
26 | O=C(Nc1c(C(=O)c2ccc(F)cc2)oc2ccccc12)c1cc(-c2ccccc2)on1 | 13%
27 | COC(=O)c1c(NC(=O)COc2ccc(Cl)cc2C)sc2c1CCCCC2 | 19%
28 | CN(C)c1ncnc2sc3c(c12)CCN(Cc1ccncc1)C3 | i
29 | COC[C@H]1CCCN1C(=O)C[C@@H]1O[C@H](CNC(=O)c2ccco2)[C@@H](O)[C@H]1O | 16%[44.1 µM]
30 | O=[N+]([O-])c1ccccc1-c1ncc[nH]1 | 0%[44.1 µM]
31 | COCc1nc2nccc(-c3cc(OC)c(OC)c(OC)c3)n2n1 | -11%
32 | COc1ccc(C(=O)n2nc(-c3ccc(Cl)cc3)nc2NCc2ccco2)cc1 | 18%
33 | Cc1ccc(CNC(=O)Cn2cc(C(=O)c3ccc(F)cc3)c(=O)c3ccc(C)nc32)cc1 | -12%
34 | CCc1ccccc1NC(=O)c1sc2nc3n(c(=O)c2c1C)CCC3 | ?
35 | COC1CCCN(Cc2cn(-c3ccc(F)cc3)nc2-c2ccccc2Cl)C1 (stereo not drawn) | 13µM*
36 | O=S(=O)(NC1CCCc2nc(-c3ccccc3)ncc21)N1CCCC1 (stereo not drawn) | -16%
37 | O=C(Nc1ccc2oc(-c3cccnc3)nc2c1)c1cccc(Br)c1 | 54%[activator]
38 | Cc1cccc(NC(=O)Cc2csc(COc3cccc(C)c3)n2)c1 | 38%[activator]
39 | O=C(NCCS(=O)(=O)N1CCN(c2cccc(Cl)c2)CC1)C(c1ccccc1)c1ccccc1 | 10%
40 | COCCn1c(CO)nnc1C1CC(NC(=O)c2ccoc2C)C1 (stereo not drawn) | -9%
41 | O=C1COCC2(CN1Cc1ccccc1)CN(c1cccnc1)C2 | i
42 | CCOc1ccccc1NC(=O)c1c(NCc2sccc2C)sc2c1CCCCC2 | 13µM*
43 | O=C(CN1C(=O)CCc2cc(S(=O)(=O)N3CCOCC3)ccc21)Nc1cccc(Cl)c1 | -3%
44 | COc1cccc(-c2cn3c(n2)N(C(=O)c2cnccn2)CCC3)c1 | i
45 | COc1nccc(N2CCC(CC(=O)NCc3ccc(F)c(Cl)c3)CC2)n1 | ?
46 | O=C(C1CC1)N1CCCC(Cc2noc(-c3ccccc3)n2)C1 (stereo not drawn) | i
47 | COc1ccc(-c2nnc3ccc(N(C)Cc4ccccc4)nn23)nc1 | 7.9µM*
48 | CCn1ccc2cc(S(=O)(=O)N3CCCN(C(=O)Nc4ccc(C)cc4)CC3)ccc21 | i
49 | CCc1noc(-c2cn(C3CCN(C(=O)c4cccc(C)c4)CC3)nn2)n1 | -1%
50 | CC(C)NC(=O)N1CCCCCC1CN1CCCC1 (stereo not drawn) | ?
51 | CCCNC(=O)CC1COCCN1C(=O)CCc1c(C)nc(=O)[nH]c1C (stereo not drawn) | -10%
52 | CCN(CC)Cc1ccc2c(c1)CN(C(=O)N(CC)CC)CCO2 | -15%
53 | COCCNC(=O)c1coc(COc2ccc3c(c2)C(c2cccc(F)c2)N(C(=O)C2CC2)CC3)n1 (stereo not drawn) | -9%
54 | COc1ccccc1-n1cc(C(=O)NC[C@@H]2C[C@H](F)CN2)cn1 | 21%
55 | CN1CC2(CCN(Cc3ccccn3)CC2)CC1C(=O)N1CCOCC1 (stereo not drawn) | -1%
56 | O=C(CCn1ccn2nc3c(c2c1=O)CCCC3)Nc1ccc(F)cc1F | ?
57 | O=C(Nc1cccc(Cl)c1)[C@@H]1COCC(=O)N1Cc1ccccc1 | i
58 | COC(=O)C1=C(C)NC(=O)C1(NC(=O)c1cc(OC)c(OC)c(OC)c1)C(F)(F)F (stereo not drawn) | 15%
59 | CCc1nccc(CN2CCC(c3nn(C)c(=O)n3CC)CC2)n1 | 8%
60 | CCc1ccc(N2CCn3c2nc2c3c(=O)n(C/C=C/c3ccccc3)c(=O)n2C)cc1 | 20%

(further entries)
entry | Molecule | Pf Dd2 growth
61 | Cc1noc(C)c1-c1ccc2c(n1)CN(Cc1nc3ccccc3s1)C(=O)CO2 | i
62 | COc1cccc(NC(=O)COc2cccc(-c3nnc4n3CCCC4)c2)c1 | ?
63 | COc1ccc(-c2nc3c(c(=O)[nH]2)CCN(C(=O)c2nccc4ccccc24)C3)cc1 | 5µM*
64 | COc1ccc(-c2ccnc(N[C@H]3CO[C@H]4[C@@H]3OC[C@@H]4NC(=O)NCc3ccccc3)n2)cc1 | 5µM*
65 | CCN1CCN(CCCNC(=O)Cn2nc(C)n3c(cc4cc(C)ccc43)c2=O)CC1 | i
66 | COc1ccc(C2(C(=O)N3CCC(Cc4nc(-c5ccc(F)cc5)no4)CC3)CC2)cc1 | -15%
67 | O=C(c1ccc2c(c1)OCO2)N1CC(c2nnc(-c3ccncc3)o2)C2(CCOCC2)C1 (stereo not drawn) | -23%
68 | O=C1OCCN1C1CCN(S(=O)(=O)c2cccs2)CC1 | 11%
69 | COc1ccc(CCNC(=O)c2cc3c(=O)oc4ccc(C)cc4c3s2)cc1OC | 39%[activator]
70 | O=C1CCCCCN1CCC(=O)N1CCOC(CCCc2ccccc2)C1 (stereo not drawn) | -19%
71 | O=C(CCc1nc2ccc(Cl)cc2[nH]1)N1CCc2nc3cc(-c4ccccc4)[nH]n3c(=O)c2C1 | -8%[5.79 µM]
72 | COc1ccc(S(=O)(=O)N2CC[C@@H](CC(=O)O)[C@@H](CC3=NCCc4cc(OC)c(OC)cc43)C2)cc1 | -7%
73 | Cc1cc(C)c(NC(=O)Cn2nc3n(c2=O)CCCCC3)c(C)c1 | -24%
74 | Cc1ccc(NC(=O)N2CCC(n3cnnc3C3CC3)C2)c(Cl)c1 (stereo not drawn) | ?
75 | Cc1cnc(C(=O)N[C@@H]2CCC[C@@H]2C(=O)NC2CCCC2)cn1 | 21%
76 | COc1ccc(C(=O)NC2CCN(c3cnn(C)c(=O)c3)CC2)cc1 | -1%
77 | Cc1ccccc1NC(=O)c1ccc(N(Cc2ccccc2)S(C)(=O)=O)cc1 | ?
78 | C[C@H]1[C@@H]2[C@@H](O)[C@H]([C@H](C)C(=O)N3CCCCC3)CC[C@@]2(C)CC[C@@H]1NS(C)(=O)=O | -2%[44.1 µM]
79 | O=C(c1cc(Cl)ccc1F)N1CCN(c2cc(-c3ccccc3)[nH]n2)CC1 | i
80 | CC1=C(c2ccc(C)cc2)S(=O)(=O)NC1=NCc1ccccc1Cl | i
81 | CC(C)(C)C1CCC2(CC1)NC(=O)N(CC(N)=O)C2=O (stereo not drawn) | 37%[activator]
82 | CC1CCN(S(=O)(=O)c2ccc3c(c2)c(=O)c(C(=O)NCCc2ccccc2)cn3C)CC1 | i
83 | O=C1NCCOCCN(S(=O)(=O)c2ccc3c(c2)CCC3)[C@@H]2CCCC[C@H]12 | i
84 | CCCNC(=O)N(C1CCOCC1)C1CCN(C(=O)c2ccncc2)CC1 | i
85 | O=C(CC1CCCC1)N1CCC(N2C(=O)C(O)C23CCCCC3)CC1 (stereo not drawn) | -7%
86 | COCCOCc1nc(C2CCCN2C(=O)NC2CCCCC2)no1 (stereo not drawn) | i
87 | O=C(Cn1ccn2nc(-c3ccc(F)cc3)c(CO)c2c1=O)N1CCN(c2ccccc2)CC1 | i
88 | O=C([C@@H]1C[C@H](Oc2cccnc2)CN1S(=O)(=O)c1ccc2c(c1)CCC2)N1CCCC1 | -23%
89 | COCCOc1ncccc1-c1noc([C@@H]2CCCN2Cc2ccc(CO)o2)n1 | ?
90 | CNC(=O)C1(N2CCC[C@H]2C(=O)N2CCOCC2)CCCCC1 | 12%[44.1 µM]

Entries shown so far that contain a furan ring, fused or not, in the order listed:
entry | Molecule | Pf Dd2 growth
26 | O=C(Nc1c(C(=O)c2ccc(F)cc2)oc2ccccc12)c1cc(-c2ccccc2)on1 | 13%
29 | COC[C@H]1CCCN1C(=O)C[C@@H]1O[C@H](CNC(=O)c2ccco2)[C@@H](O)[C@H]1O | 16%[44.1 µM]
32 | COc1ccc(C(=O)n2nc(-c3ccc(Cl)cc3)nc2NCc2ccco2)cc1 | 18%
40 | COCCn1c(CO)nnc1C1CC(NC(=O)c2ccoc2C)C1 (stereo not drawn) | -9%
89 | COCCOc1ncccc1-c1noc([C@@H]2CCCN2Cc2ccc(CO)o2)n1 | ?

(cont.)
entry | Molecule | Pf Dd2 growth
91 | Cc1ccc2oc(-c3ccc(C)c(NC(=O)c4ccc(-c5ccccc5[N+](=O)[O-])o4)c3)nc2c1 | 37%[activator]
92 | COC(=O)c1ccccc1NC(=O)CCn1nc(C)c2c(C)n(-c3ccccc3)nc2c1=O | -13%
93 | COCc1cn([C@H]2CO[C@H]3[C@@H]2OC[C@H]3OC(=O)Nc2cccc(C(F)(F)F)c2)nn1 | -21%[44.1 µM]
94 | CC(C)Cc1nnc(NC(=O)C2CC(=O)N(c3n[nH]c4ccccc34)C2)s1 (stereo not drawn) | -3%
95 | CN(C)c1ccc(-c2nnnn2[C@H]2CO[C@H]3[C@@H]2OC[C@H]3OCc2ccccc2)cc1 | i
96 | CN1CCN(c2ccc(-c3cc4c(ccn4C)c(C(=O)NCC4CCOCC4)n3)cc2)CC1 | ?
97 | C=CCCC(CN1CCSCC1)Oc1ncc(CC)cn1 (stereo not drawn) | -14%
98 | COCCNC(=O)CCCN1C(=O)COc2ccc(C(=O)COc3cc(C)cc(C)c3)cc21 | ?
99 | CN1C(=O)CO[C@H]2CN(Cc3c[nH]c4ccccc34)C[C@H]21 | i
100 | Cc1noc(-c2nc(-c3ccc4c(c3)OCO4)no2)n1 | -23%
101 | Cc1ccc(C)c(CN2C(=O)NC3(CCN(C(=O)c4cnccn4)CC3)C2=O)c1 | -11%
102 | Cc1nnc(N2CCCC(C(=O)Nc3cc(F)ccc3F)C2)c2nn(-c3ccccc3)c(C)c12 (stereo not drawn) | ?
103 | Cc1ccc(-c2onc(C)c2C)cc1S(=O)(=O)Nc1cccc(Cl)c1C | 7%
104 | COC[C@@H]1CN(C(=O)Cc2ccccc2C)C[C@H]1C(N)=O | 15%
105 | CCOC(=O)N1CCN(Cc2nc3cc(NC(=O)c4cccc(C)c4)ccc3n2C(C)C)CC1 | 6.3µM*
106 | C=Cc1ccc(CSc2nnc(C)n3c2cc2occc23)cc1 | -1%
107 | O=C(COc1ccc(Br)cc1)Nc1ccc(C(=O)OC2CCCCC2)cc1 | 22%
108 | CC(=O)Nc1ccc(CN2CCCC23Cc2ccccc2CNC3=O)cc1 (stereo not drawn) | -1%
109 | Cc1ccc2nc([C@H]3CCN(C(C)C)C3)[nH]c2c1 | -15%[44.1 µM]

Part of the list above, set out differently.
[107] O=C(COc1ccc(Br)cc1)Nc1ccc(C(=O)OC2CCCCC2)cc1
  Pf Dd2 growth = 22%

[108] CC(=O)Nc1ccc(CN2CCCC23Cc2ccccc2CNC3=O)cc1 (stereo not drawn)
  Pf Dd2 growth = -1%
